# TLR9-MyD88 inh – TLR9-MyD88 interaction inhibition | Q9NR96+Q99836 | CHO BLA complementation TLR9-MyD88, CCF4 FRET ratio | inhibition, % at 4.98 µM | 340,000 tested, 0.21% active;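 active = inhibition above the mean over all tested compounds plus 3 SD, cut at about 21% in these data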;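 also: 0% = DMSO only wells and 100% = clavulanate BLA inhibitor control wells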
# EBV LMP1 NFkB – inhibitors of Epstein-Barr LMP1-induced NF-kappaB reporter; inhibition, % at 12.5 µM; LMP1-induced NF-kappaB luciferase reporter cells, luminescence; 350,000 tested, 0.69% active; in the data active = inhibition above about 41%;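 also: 0% = neutral control wells and 100% = reference inhibitor control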
# Vif imaging – blocks HIV Vif function; inhibition, % at 7.49 µM; HEK293T cells, Vif self-association by quenched fluorescence, imaging, 24 h; 340,000 tested, 0.35% active; in the data active = inhibition above about 50%, passing the limit was not always enough; also: some results filed as inactive read as strong as hits
# NR5A2 inv ag – suppresses constitutive activity of human LRH-1; inhibition, % at 3.6 µM; O00482; 360,000 tested, 0.13% active; HEK293T StAR-luciferase reporter, LRH-1 transfected, 24 h;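 active = inhibition above the mean inhibition of all tested compounds plus 3 SD, cut at about 73% in these data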;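 also: 0% = DMSO wells and 100% = reporter-only cells lacking LRH-1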
# Target sequence (O00482 whole entry, looked up): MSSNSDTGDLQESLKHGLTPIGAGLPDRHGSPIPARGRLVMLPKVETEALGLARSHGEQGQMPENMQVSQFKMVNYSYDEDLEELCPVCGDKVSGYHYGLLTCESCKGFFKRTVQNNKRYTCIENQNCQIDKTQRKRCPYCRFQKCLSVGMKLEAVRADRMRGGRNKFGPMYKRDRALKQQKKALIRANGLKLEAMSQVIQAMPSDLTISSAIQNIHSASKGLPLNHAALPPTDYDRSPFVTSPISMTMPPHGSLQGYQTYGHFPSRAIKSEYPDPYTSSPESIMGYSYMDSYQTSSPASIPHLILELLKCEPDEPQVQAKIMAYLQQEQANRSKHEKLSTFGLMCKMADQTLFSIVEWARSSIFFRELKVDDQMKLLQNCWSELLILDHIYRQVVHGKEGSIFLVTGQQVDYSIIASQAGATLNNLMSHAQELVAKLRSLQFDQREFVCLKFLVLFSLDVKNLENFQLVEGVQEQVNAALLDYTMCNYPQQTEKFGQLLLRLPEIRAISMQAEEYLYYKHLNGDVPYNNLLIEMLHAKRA
# SRC3 inh – inhibitors of human steroid receptor coactivator 3 (SRC3) | Q9Y6Q9 | HEK293 GAL4-SRC3 luciferase reporter, luminescence | inhibition, % at 3.6 µM | 360,000 tested, 0.17% active;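 active = inhibition above a per-campaign cutoff, the mean of all compounds plus 3 SD, cut at about 60% in these data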;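 also: 0% = DMSO-treated cells and 100% = gossypol-treated cells at 36 µM; higher means less SRC3-driven luciferase light from the GAL4 reporter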
# TRAIL sens C8 – sensitizes caspase-8 expressing cells to TRAIL; NB7+C8 cells + TRAIL, ATPlite viability luminescence; inhibition (viability loss, TRAIL sensitization), % at 10 µM; AID 624354; 360,000 tested, 1% active;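 active = compounds causing at least 50% loss of cell viability in the single-dose screen, relative to plate controls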
# TROY signal inh – blocks TROY-dependent signaling in reporter cells; Q293 LMP1-TROYcd NF-kB luciferase reporter, 4 h; inhibition, % at 10 µM; 360,000 tested, 0.98% active; AID 1347056;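 active = compounds whose plate-normalised and pattern-corrected inhibition of the luciferase reporter signal at the single screening dose is 50% or more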
# COUP-TFII inh – blocks human COUP-TFII nuclear receptor | P24468 | HEK293T NGFI-A luciferase reporter, luminescence | inhibition, % at 8.6 µM | 370,000 tested, 0.7% active | AID 686940;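 active = inhibition above a per-plate cutoff, mean inhibition of test wells between control levels plus 3 SD, cut at about 38% in these data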;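 also: cells cotransfected with COUP-TFII expression vector driving the NGFI-A reporter; 0% = median of COUP-TF2 test wells and 100% = reporter-only cells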
# Target sequence (P24468 whole entry, looked up): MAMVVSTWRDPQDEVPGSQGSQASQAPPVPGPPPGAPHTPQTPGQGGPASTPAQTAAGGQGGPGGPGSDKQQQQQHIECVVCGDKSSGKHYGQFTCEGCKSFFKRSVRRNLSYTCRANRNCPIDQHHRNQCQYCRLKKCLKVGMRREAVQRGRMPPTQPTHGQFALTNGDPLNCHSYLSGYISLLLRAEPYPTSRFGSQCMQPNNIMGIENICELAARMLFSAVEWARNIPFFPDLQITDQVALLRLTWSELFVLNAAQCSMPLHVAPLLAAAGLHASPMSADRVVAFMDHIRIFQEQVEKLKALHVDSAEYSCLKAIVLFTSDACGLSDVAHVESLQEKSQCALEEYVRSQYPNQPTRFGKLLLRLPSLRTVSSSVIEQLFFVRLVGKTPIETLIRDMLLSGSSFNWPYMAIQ
# SRC2 inh – human SRC2 (NCOA2) inhibition. inhibition, % at 9 µM. HEK293 GAL4-SRC2 luciferase reporter, luminescence. 370,000 tested, 0.17% active;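 active = inhibition above the mean inhibition of all tested compounds plus 3 SD, set per campaign, cut at about 52% in these data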;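 also: 0% = DMSO treated cells and 100% = cells given Gossypol at 36 µM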
# SRC1 inh – inhibits human SRC1 coactivator. HEK293 GAL4-SRC1 luciferase reporter, luminescence. 360,000 tested, 0.12% active. AID 588354. inhibition, % at 3.6 µM;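 active = inhibition above the campaign mean plus 3 SD, with each screening campaign given its own cutoff, cut at about 60% in these data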;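 also: 0% = DMSO treated cells and 100% = gossypol at 36 µM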
# NOD2 RIPK2 PPI – inhibitors of human NOD2-RIPK2 interaction; O43353; CHO BLA complementation NOD2-RIPK2, CCF4 ratio; inhibition, % at 4.98 µM; 360,000 tested, 0.38% active; AID 624267; in the data active = inhibition above about 21%;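 also: 0% = vehicle only and 100% = reference blocker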
# Active calls of the source: *; . = not tested or not shown. A portion of the library; count on the stated rates, not on these rows.
entry	SMILES	TLR9-MyD88 inh	EBV LMP1 NFkB	Vif imaging	NR5A2 inv ag	SRC3 inh	TRAIL sens C8	TROY signal inh	COUP-TFII inh	SRC2 inh	SRC1 inh	NOD2 RIPK2 PPI
1	COc1ccc(C(=O)Sc2ccc(Cl)cc2)cc1OC	4	-6	2	0	-6	18	5	-4	-10	-17	-2
2	Cc1ccc(C(=O)N2CCN(c3ccc(C(F)(F)F)cn3)CC2)o1	-3	20	0	-31	22	-2	0	3	-32	14	6
3	Cc1ccc(C(CNS(=O)(=O)c2cc(F)ccc2F)N2CCN(C)CC2)cc1 (centres undefined)	2	-10	5	8	3	13	-2	10	-34	7	2
4	O=c1[nH]c(C2CCCN(S(=O)(=O)Cc3ccccc3)C2)nc2c1nnn2Cc1cccc(Cl)c1 (centres undefined)	-7	-3	11	20	5	-2	18	-23	15	8	0
5	COC(=O)CC1=NN(c2ccccc2)C(=O)/C1=C\c1ccc(OC)cc1	1	8	6	-15	7	7	1	13	22	-3	9
6	Cc1cccc(-n2ccnc2SCC(=O)O)c1C	1	6	-1	15	20	16	-5	5	10	2	0
7	Cc1cccn2c(=O)nc(SCC(=O)Nc3ccc4c(c3)OCCO4)nc12	-3	-27	-3	12	-12	19	-26	9	-13	3	-5
8	Cc1csc(CN(C)C(=O)CC2C(=O)NCCN2Cc2ccc(-c3ccccc3)cc2)n1 (centres undefined)	1	8	-12	0	20	-14	-14	-6	26	-7	-14
9	O=C(O)c1cc(N2CCOCC2)nc2ccccc12	-9	-3	17	6	-12	6	-3	6	-3	-7	-2
10	CC(C)(C)CC(=O)N1CCC(c2nc3c(nnn3Cc3c(F)cccc3Cl)c(=O)[nH]2)CC1	-2	-4	-4	15	28	-9	-2	9	33	-6	0
11	COc1cc(/C=C2\C(=N)N3N=C(S(C)(=O)=O)SC3=NC2=O)ccc1OCCOc1ccccc1C	-72	-19	-10	36	-20	-9	9	-12	-12	-11	1
12	O=C(CSc1ccc(-c2ccco2)nn1)Nc1ccccc1	-3	2	-6	2	-18	16	-12	8	1	-11	-11
13	COc1ccc2nc(NC(=O)c3sc4nc(C)cc(C)c4c3N)sc2c1	7	-22	14	-20	-40	41	7	8	12	-46	-10
14	COc1ccc(CCNC(=O)c2c(C)nc3ccccn23)cc1	-1	-1	-7	9	0	13	0	-3	17	-4	-6
15	Cc1cc(C(=O)OCC(=O)NCCc2ccccc2)c(C)o1	-1	-1	1	-9	7	-2	-5	-4	-16	4	-1
16	CCCCN(CC)C(=O)CN(C)S(=O)(=O)c1cccc2nsnc12	8	5	4	20	8	5	-12	4	-6	10	5
17	COc1ccc(-c2nc(N3CCCC3)[nH]c(=O)c2C#N)cc1	-12	-16	-13	-4	-1	5	-9	-2	7	-7	-1
18	O=C(O)c1ccc(Cl)c(S(=O)(=O)N(Cc2ccccc2)c2ccccc2Cl)c1	-7	-6	19	-12	-10	17	-3	3	-16	-12	-3
19	COc1ccccc1-c1noc(-c2cc(OC)c(OC)c(OC)c2)n1	-13	5	-7	12	-23	15	-6	2	-22	-33	-4
20	O=C(CNCCC1=CCCCC1)Nc1ccc(N2CCCCCC2)cc1	3	-7	-4	24	19	5	10	5	-4	-11	3

# Next part, starting with the last 5 of the part before.
entry	SMILES	TLR9-MyD88 inh	EBV LMP1 NFkB	Vif imaging	NR5A2 inv ag	SRC3 inh	TRAIL sens C8	TROY signal inh	COUP-TFII inh	SRC2 inh	SRC1 inh	NOD2 RIPK2 PPI
16	CCCCN(CC)C(=O)CN(C)S(=O)(=O)c1cccc2nsnc12	8	5	4	20	8	5	-12	4	-6	10	5
17	COc1ccc(-c2nc(N3CCCC3)[nH]c(=O)c2C#N)cc1	-12	-16	-13	-4	-1	5	-9	-2	7	-7	-1
18	O=C(O)c1ccc(Cl)c(S(=O)(=O)N(Cc2ccccc2)c2ccccc2Cl)c1	-7	-6	19	-12	-10	17	-3	3	-16	-12	-3
19	COc1ccccc1-c1noc(-c2cc(OC)c(OC)c(OC)c2)n1	-13	5	-7	12	-23	15	-6	2	-22	-33	-4
20	O=C(CNCCC1=CCCCC1)Nc1ccc(N2CCCCCC2)cc1	3	-7	-4	24	19	5	10	5	-4	-11	3
21	CCC(C)NC(=O)C(=O)NCc1ccncc1 (centres undefined)	-9	-4	-14	7	8	-15	14	2	4	-3	-13
22	ONC=Nc1cccc2nonc12	-3	-2	6	-44	5	-4	12	15	4	-4	-9
23	CN(Cc1ccccc1)C(=O)COC(=O)c1ccc(Cl)c(N)c1	-5	3	-7	4	4	-9	-29	15	7	7	-6
24	O=C(NC(=S)Nc1ccc(N2CCOCC2)c(Cl)c1)c1sc2ccccc2c1Cl	-10	2	-5	4	18	26	-15	14	14	1	-3
25	COc1ccc2c(c1)NC(=O)CC(c1ccccc1)=N2	0	-10	-2	-67	-35	6	-33	-28	-40	-43	-2
26	CC1CCCCC1NC(=O)CN(C)S(=O)(=O)c1cccc2nsnc12 (centres undefined)	-1	-6	2	-11	5	10	2	-24	6	1	11
27	COCCn1c(N)c(N(Cc2ccccc2)C(=O)Cc2ccccc2F)c(=O)[nH]c1=O	4	14	-2	4	17	-4	6	16	-20	21	2
28	O=c1oc2ccccc2c(Nc2cccc(O)c2)c1[N+](=O)[O-]	-5	7	27	-9	-17	25	-9	2	-22	-8	-10
29	CC(C)CCn1nnnc1CN1CCN(C(c2ccccc2)c2ccccc2)CC1	-1	-12	-12	7	-1	16	2	16	21	-2	3
30	COc1cccc(CN2CCC(C(=O)N3CCN(Cc4ccc5c(c4)OCO5)CC3)CC2)c1OC	-2	-2	-2	5	-8	-2	-19	9	-7	1	-6
31	CC(C)n1c(O)c(N=NC(=O)CNC(=O)Cc2ccc(Cl)cc2)c2ccccc21	-1	3	-6	17	-1	-8	-14	2	-2	5	5
32	Cc1csc(NC(=O)c2cccc(C)c2C)n1	6	-15	4	-64	-71	0	-50	-34	-15	-62	0
33	OCCCC1CCCCN1Cc1nc(Cc2ccccc2Cl)no1 (centres undefined)	-2	2	3	-1	13	-5	-6	9	20	14	-4
34	Cc1cc(OCCCC(=O)NCCc2nnc3ccccn23)ccc1Cl	3	-5	-9	12	-18	3	-12	3	-14	-3	-1
35	Cc1cccc2[nH]c3c(N4CCN(C(=O)c5ccco5)CC4)ncnc3c12	9	-12	8	-13	1	9	2	.	.	13	3
36	COCCCNC(=O)c1ccc2c3c(onc13)-c1ccccc1C2=O	-9	-8	-23	-104	-70	43	-20	.	.	-125	-5
37	CC(C)COP(=O)(OCC(C)C)C(Nc1ccccc1)c1ccccc1 (centres undefined)	6	-2	2	4	13	6	24	-5	21	-39	7
38	CN(C)CCN=c1cc(-c2ccccc2)oc2ccc(Cl)cc12	-2	-19	-19	-127	-97	14	-46	-26	-11	-61	2
39	Cc1ccccc1NC(C)C(=O)N/N=C/c1ccccc1OCc1cccc(Br)c1 (centres undefined)	4	8	-6	-21	-8	0	4	6	-6	-13	2
40	COCc1ccc(C(=O)Nc2ccccc2C(=O)NCc2cccnc2)cc1	1	4	4	-10	-4	11	-19	-26	-20	-55	-23

# Single records (already shown). Order of values: TLR9-MyD88 inh | EBV LMP1 NFkB | Vif imaging | NR5A2 inv ag | SRC3 inh | TRAIL sens C8 | TROY signal inh | COUP-TFII inh | SRC2 inh | SRC1 inh | NOD2 RIPK2 PPI
# `O=c1oc2ccccc2c(Nc2cccc(O)c2)c1[N+](=O)[O-]` in the list: -5 | 7 | 27 | -9 | -17 | 25 | -9 | 2 | -22 | -8 | -10
# `COCc1ccc(C(=O)Nc2ccccc2C(=O)NCc2cccnc2)cc1` in the list: 1 | 4 | 4 | -10 | -4 | 11 | -19 | -26 | -20 | -55 | -23
# `ONC=Nc1cccc2nonc12` in the list: -3 | -2 | 6 | -44 | 5 | -4 | 12 | 15 | 4 | -4 | -9
# `COCCn1c(N)c(N(Cc2ccccc2)C(=O)Cc2ccccc2F)c(=O)[nH]c1=O` in the list: 4 | 14 | -2 | 4 | 17 | -4 | 6 | 16 | -20 | 21 | 2
# `COc1ccc(CCNC(=O)c2c(C)nc3ccccn23)cc1` in the list: -1 | -1 | -7 | 9 | 0 | 13 | 0 | -3 | 17 | -4 | -6

# (list continues)
entry	SMILES	TLR9-MyD88 inh	EBV LMP1 NFkB	Vif imaging	NR5A2 inv ag	SRC3 inh	TRAIL sens C8	TROY signal inh	COUP-TFII inh	SRC2 inh	SRC1 inh	NOD2 RIPK2 PPI
41	CCn1cnc2cc(NC(=O)c3cccs3)ccc21	-1	-11	-3	-101	-57	23	-25	-61	-56	-89	0
42	O=C(Cc1c(F)cccc1Cl)Nc1nccs1	-14	-5	10	4	3	-5	14	-11	-4	17	3
43	CCN(CC)C(=O)CSc1nc(COc2ccccc2)nc2ccccc12	8	7	-3	-3	13	-6	-12	-2	0	0	-4
44	Cc1ccc(NC(=S)NCc2ccccc2)cc1S(=O)(=O)N1CCCCC1	5	1	-14	12	11	5	43	7	20	6	7
45	CC(=O)C1C(c2ccc(F)cc2)NC(=O)NC1(O)C(F)(F)F (centres undefined)	-14	3	-8	-11	-12	-5	10	.	.	-4	3
46	COc1ccc(Cn2nnnc2CN(Cc2cc3cccc(C)c3[nH]c2=O)C2CCCC2)cc1	-3	-15	-2	10	8	4	11	10	-3	-46	-8
47	O=C(Cn1nc(-c2cccc([N+](=O)[O-])c2)c2ccccc2c1=O)NCC1CCCO1 (centres undefined)	5	-10	-1	-17	18	-10	-15	16	-16	-3	5
48	Cc1nc2cc(N)ccc2n1C1CCCCC1	-3	8	6	3	10	5	9	12	4	-4	-2
49	O=c1[nH]c(SCc2c(Cl)cccc2Cl)nc2ccccc12	-8	-8	15	-3	6	-7	2	5	13	12	-4
50	Cc1ccc2c(C)c(C(=O)Nc3cccnc3)oc2c1C	3	-6	-4	-4	8	7	-20	3	-11	0	11
51	O=C(NCCCN1CCCCC1)c1ccc2c(=O)n(CCc3ccccc3)c(=O)[nH]c2c1	2	-32	-3	-8	6	-3	-40	7	-24	-8	3
52	CC1CN(C(=O)c2ccn(C)n2)CC(C)O1 (centres undefined)	2	-1	-4	7	11	0	1	8	-1	5	-3
53	CC(=O)c1cccc(NC(=O)COc2ccc3oc(=O)cc(C)c3c2)c1	-5	4	-8	7	12	-4	-3	-9	-16	19	0
54	CC(OC(=O)Cc1c[nH]c2ccccc12)C(=O)NC1(C#N)CCCCC1 (centres undefined)	-4	6	0	17	7	20	-7	2	-7	10	-5
55	Cc1cccc(C(=O)N(Cc2cccs2)C2CCS(=O)(=O)C2)c1 (centres undefined)	2	3	-4	3	-16	7	-10	-5	-7	-12	-7
